FXIa inh 1536 = inhibitors of human coagulation factor XIa; P03951; purified FXIa, Boc-Glu-Ala-Arg-AMC fluorogenic substrate; inhibition, % at 5 µM; 220,000 compounds, 0.14% hits; AID 798;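 active = inhibition of at least 40%; inactive = inhibition below 40%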;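 also: fluorescence of freed AMC excited at 355 nm; 0% = enzyme without compound and 100% = no enzyme blank; many of its hits are not listed in these tables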
Target sequence (P03951 19-387 limits assumed): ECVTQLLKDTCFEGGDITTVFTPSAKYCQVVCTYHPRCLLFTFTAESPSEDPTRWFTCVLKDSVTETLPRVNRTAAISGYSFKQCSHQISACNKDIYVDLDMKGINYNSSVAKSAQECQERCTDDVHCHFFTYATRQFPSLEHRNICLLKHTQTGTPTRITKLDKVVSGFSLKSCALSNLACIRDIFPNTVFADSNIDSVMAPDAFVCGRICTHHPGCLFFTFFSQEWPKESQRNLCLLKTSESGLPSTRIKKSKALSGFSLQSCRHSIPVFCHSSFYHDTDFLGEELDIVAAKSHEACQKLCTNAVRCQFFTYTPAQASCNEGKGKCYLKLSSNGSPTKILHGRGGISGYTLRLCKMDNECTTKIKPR
Target sequence (P03951 388-625 limits assumed): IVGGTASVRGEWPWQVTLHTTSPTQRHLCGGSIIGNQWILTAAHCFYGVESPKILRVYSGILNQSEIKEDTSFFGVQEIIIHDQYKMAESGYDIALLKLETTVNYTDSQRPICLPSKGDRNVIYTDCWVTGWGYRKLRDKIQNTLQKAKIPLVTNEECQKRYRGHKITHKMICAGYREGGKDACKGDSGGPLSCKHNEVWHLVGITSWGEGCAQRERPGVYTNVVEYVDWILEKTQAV
hK5 inh = blocks human kallikrein 5 protease activity | Q9Y337 | recombinant hK5, fluorogenic AMC substrate cleavage | inhibition, % at 5 µM | 210,000 compounds, 0.59% hits | AID 873;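 active = inhibition of 40% or more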;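 also: 0% = enzyme controls without compound and 100% = no-enzyme blanks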
Rad51 HR inh = Rad51 (human) homologous recombination inhibition; hRad51 DNA strand exchange, fluorescence dequenching; inhibition, % at 10 µM; 200,000 compounds, 0.085% hits; AID 1385;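 active = inhibition above 40% at the single screening dose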;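 also: 0% = DMSO control wells and 100% = blanks with heterologous ssDNA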
Target sequence (Q06609 whole entry, looked up): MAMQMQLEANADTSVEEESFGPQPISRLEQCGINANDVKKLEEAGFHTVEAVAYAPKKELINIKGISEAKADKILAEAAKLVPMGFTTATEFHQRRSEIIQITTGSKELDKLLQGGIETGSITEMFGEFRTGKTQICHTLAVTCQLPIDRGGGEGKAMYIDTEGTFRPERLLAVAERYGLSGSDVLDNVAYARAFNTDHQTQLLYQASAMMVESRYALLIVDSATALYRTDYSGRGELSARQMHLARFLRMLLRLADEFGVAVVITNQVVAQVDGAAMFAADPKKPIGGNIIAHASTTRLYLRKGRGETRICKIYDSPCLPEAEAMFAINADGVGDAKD
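System: human Rad51 nucleoprotein filaments preassembled on unlabelled ssDNA. Reagent: labelled 47-mer dsDNA for strand exchange. Schedule: 30-min compound preincubation and 15-min exchange, both room temperature. Measured by: FRET fluorescence dequenching, excitation 485 nm, emission 520 nm. Read-out: Fluorescence-based percent inhibition, control- and blank-normalised. Benchmarks: plate controls and plate blanks.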
Cl transport mod = KCC2 (human) Cl- transport modulation; KCC2 cells, thallium flux FluoZin-2 fluorescence; B-score of Tl+ flux slope (higher = more flux/activation; lower = inhibition) at 10 µM; 190,000 compounds, 2.2% hits;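 active = thallium flux slope and its plate-corrected score both differing from the plate sample mean at a set confidence after two filtering rounds, in either direction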;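 also: slope of fluorescence scaled to starting intensity during 10 to 20 s after thallium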
FXIIa inh 1536 = inhibitors of human coagulation factor XIIa; inhibition, % at 5 µM; 220,000 compounds, 0.3% hits; AID 800; purified FXIIa, Boc-QGR-AMC fluorogenic substrate, 2 h; in the data active = inhibition above about 40%;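 also: 0% = enzyme with no compound and 100% = blank without enzyme; many of its hits are not listed in these tables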
Thrombin inh = thrombin (human) inhibition. inhibition, % at 5 µM. P00734. AID 1046. alpha-thrombin, Boc-VPR-AMC fluorogenic substrate cleavage. 220,000 compounds, 0.26% hits;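 active = inhibition at or above 40%; inactive = inhibition below 40%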;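 also: 0% = enzyme with no compound and 100% = wells without enzyme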
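Material: human alpha-thrombin protein. Incubation: reaction at ambient temperature. Technique: fluorescence of released AMC, ex 355 nm, em 460 nm. Control set: no-compound enzyme wells and no-enzyme blanks. Also added: Boc-VPR-AMC substrate, 15 µM final. Buffer or medium: pH 7.5 Tris (50 mM) with NaCl 150 mM, Tween 20 0.05%.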
Furin inhibitor = blocks human furin protease activity. P09958. purified furin, fluorogenic substrate cleavage. inhibition, % at 30 µM. 220,000 compounds, 0.061% hits. AID 463115; in the data active = inhibition above about 25%; also: inactives centre near -15
PERK inhibitor = blocks human PERK kinase. Q9NZJ5. CHO PERK-DD fusion, SEAP luminescence translation reporter. inhibition, % at 5.6 µM. 220,000 compounds, 0.17% hits;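 active = inhibition above the mean inhibition of all tested compounds plus 3 SD, set separately per screening campaign, cut at about 2.9% in these data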;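 also: PERK kinase domain activated by AP20187 dimerizer at 100 nM; 0% = DMSO with dimerizer and 100% = rapamycin at 8.4 µM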
Calpain2 inh = blocks pig calpain II enzyme activity | purified calpain II, fluorogenic peptide substrate, 30 min | inhibition, % at 16 µM | 220,000 compounds, 0.37% hits;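 active = inhibition above about 50%, limit read from the data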
* marks the source's active call; other numbers are inactive results; [ ] = another dose, or the depositor's remark. These rows are one share of the data; count on the stated rates, not on these rows.

Screening Cc1cc(S(=O)(=O)NCc2cccs2)ccc1-n1cnnn1 returned FXIa inh 1536 -0.1, hK5 inh -6.2, Rad51 HR inh 28.2, Cl transport mod 1.21, FXIIa inh 1536 4.4, Thrombin inh 0.5, Furin inhibitor -2.6, PERK inhibitor 0.6 and Calpain2 inh 17.5.
`COc1ccc2nc(NC(=O)C3CCCN(S(=O)(=O)c4cccs4)C3)sc2c1` (stereo unspecified) gave FXIa inh 1536 -4.1, hK5 inh -18.6, Rad51 HR inh 8.0, FXIIa inh 1536 -12.8, Thrombin inh -11.5, Furin inhibitor -15.5, PERK inhibitor -1.7 and Calpain2 inh -355.1.
For O=S(=O)(c1ccccc1)N1CCN(c2nnc(-c3ccccc3)c3ccccc23)CC1 the results were FXIa inh 1536 7.8, hK5 inh -0.6, Rad51 HR inh -5.0, Cl transport mod -2.04, FXIIa inh 1536 12.7, Thrombin inh 6.2, Furin inhibitor -5.8, PERK inhibitor -0.3 and Calpain2 inh 5.2.
`CCC(C)N1C(=O)S/C(=C/c2ccc(Sc3nc4ccccc4[nH]3)o2)C1=O` (stereo unspecified) gave FXIa inh 1536 5.7, hK5 inh 4.1, Rad51 HR inh -8.3, Cl transport mod 1.49, FXIIa inh 1536 12.9, Thrombin inh -1.7, Furin inhibitor -3.6[20 µM], PERK inhibitor -0.5 and Calpain2 inh -10.0.
`CCOC(=O)C(=O)Nc1ccc(OCc2ccccc2)cc1` gave FXIa inh 1536 -2.6, hK5 inh 0.4, Rad51 HR inh 3.4, Cl transport mod -3.41, FXIIa inh 1536 4.6, Thrombin inh -6.0, Furin inhibitor -27.8, PERK inhibitor 1.0 and Calpain2 inh -30.3.
`COC(=O)c1ccc(NC(=S)NCCc2ccccc2)cc1` gave FXIa inh 1536 4.0, hK5 inh -5.0, Rad51 HR inh -7.6, Cl transport mod -0.927, FXIIa inh 1536 8.6, Thrombin inh 0.1, Furin inhibitor -7.0[20 µM], PERK inhibitor -1.0 and Calpain2 inh 17.0.
For Cc1cc(N2C(=O)C(O)=C(C(=O)c3ccco3)C2c2cccnc2)no1 (stereo unspecified) the results were FXIa inh 1536 7.9, hK5 inh -3.1, FXIIa inh 1536 17.0, Thrombin inh 2.9, Furin inhibitor -17.5, PERK inhibitor 0.5 and Calpain2 inh 16.7.
CCOC(=O)c1[nH]c(=O)[nH]c1CSCCO was read as FXIa inh 1536 -5.2, hK5 inh -3.1, Rad51 HR inh 10.4, FXIIa inh 1536 7.3, Thrombin inh -2.5, Furin inhibitor -0.4[20 µM], PERK inhibitor 2.0 and Calpain2 inh 7.0.
`CCCn1c2c(c(O)c(C(=O)NC)c1=O)CCCC2` gave FXIa inh 1536 -4.7, hK5 inh 3.0, Rad51 HR inh -2.6, FXIIa inh 1536 -4.5, Thrombin inh 1.4, Furin inhibitor 9.0[20 µM], PERK inhibitor 0.3 and Calpain2 inh -5.0.
Screening CCCCN1C(=O)C2(NNc3ccccc3O2)c2ccccc21 (stereo unspecified) returned FXIa inh 1536 4.2, hK5 inh -4.5, Rad51 HR inh -45.0, Cl transport mod 0.224, FXIIa inh 1536 15.8, Thrombin inh 0.5, Furin inhibitor -15.2[20 µM], PERK inhibitor -0.3 and Calpain2 inh -95.7.
`Cc1ccc(S(=O)(=O)N2CCCCC2)cc1C(=O)Nc1ccc(N2CCOCC2)cc1` gave FXIa inh 1536 -2.3, hK5 inh -3.9, Rad51 HR inh -7.7, Cl transport mod -0.808, FXIIa inh 1536 8.6, Thrombin inh -5.4, Furin inhibitor -24.3[20 µM], PERK inhibitor -0.4 and Calpain2 inh -35.1.
CC1=C(C(=O)Nc2ccc(C)cc2C)C(c2cccs2)NC(=S)N1 (stereo unspecified) was read as FXIa inh 1536 14.1, hK5 inh -23.6, Rad51 HR inh -1.1, FXIIa inh 1536 26.1, Thrombin inh -4.2, Furin inhibitor -29.6[20 µM], PERK inhibitor 0.5 and Calpain2 inh 11.2.
Screening Cc1ccc(N(C(=O)Cn2nnc(-c3ccccc3)n2)C(C(=O)NC2CCCCC2)c2ccccn2)cc1C (stereo unspecified) returned FXIa inh 1536 2.6, hK5 inh -6.4, Rad51 HR inh 3.7, Cl transport mod 0.296, FXIIa inh 1536 3.2, Thrombin inh -2.4, Furin inhibitor -17.3, PERK inhibitor 0.0 and Calpain2 inh 10.1.
For Cc1ccc(CN2CC(C(=O)O)CC2=O)cc1 (stereo unspecified) the results were FXIa inh 1536 -1.3, hK5 inh -28.0, Rad51 HR inh -9.9, Cl transport mod 0.991, FXIIa inh 1536 4.2, Thrombin inh 5.5, Furin inhibitor -17.2[20 µM], PERK inhibitor 0.9 and Calpain2 inh -10.3.
`CS(=O)(=O)N1CCCC(C(=O)NCc2cccs2)C1` (stereo unspecified) gave FXIa inh 1536 -0.9, hK5 inh -5.6, Rad51 HR inh -6.6, Cl transport mod 0.475, FXIIa inh 1536 0.7, Thrombin inh -3.7, Furin inhibitor -33.4, PERK inhibitor 2.4 and Calpain2 inh -24.4.
For CC1(C)Cc2c(c(N3CCOCC3)nc3sc(C(N)=O)c(N)c23)CO1 the results were FXIa inh 1536 2.4, hK5 inh 0.7, Rad51 HR inh -19.2, Cl transport mod 0.872, FXIIa inh 1536 3.9, Thrombin inh 0.7, Furin inhibitor -7.7, PERK inhibitor 0.2 and Calpain2 inh -270.3.
For CSc1nc(Oc2ccc3ccccc3c2)c2ccccc2n1 the results were FXIa inh 1536 0.1, hK5 inh -8.8, Rad51 HR inh 8.3, Cl transport mod 0.336, FXIIa inh 1536 12.9, Thrombin inh -14.4, Furin inhibitor -15.4[20 µM], PERK inhibitor -0.2 and Calpain2 inh -3.6.
For COc1ccc(NC(=O)CN(c2ccccc2)S(=O)(=O)c2ccccc2)c(OC)c1 the results were FXIa inh 1536 3.7, hK5 inh 4.5, Rad51 HR inh 16.9, Cl transport mod -1.59, FXIIa inh 1536 11.7, Thrombin inh 3.0, Furin inhibitor -9.8, PERK inhibitor -1.9 and Calpain2 inh 45.1.
CCN(CC)CCNC(=O)C(=O)NCC1OCCN1S(=O)(=O)c1ccc2c(c1)OCCO2 (stereo unspecified) was read as FXIa inh 1536 -5.8, hK5 inh -3.7, Rad51 HR inh -2.7, Cl transport mod 0.222, FXIIa inh 1536 3.7, Thrombin inh -27.2, Furin inhibitor -4.8, PERK inhibitor -0.1 and Calpain2 inh 4.4.
Screening COc1ccc(-c2csc(NC(=O)CN3C(=O)CCC3=O)n2)c(OC)c1 returned FXIa inh 1536 3.1, hK5 inh -7.4, Rad51 HR inh 3.2, Cl transport mod -0.163, FXIIa inh 1536 10.8, Thrombin inh -4.5, Furin inhibitor -13.6, PERK inhibitor 0.6 and Calpain2 inh -12.8.

Two compounds drawn at random from those above, as already listed:
`Cc1ccc(S(=O)(=O)N2CCCCC2)cc1C(=O)Nc1ccc(N2CCOCC2)cc1` gave FXIa inh 1536 -2.3, hK5 inh -3.9, Rad51 HR inh -7.7, Cl transport mod -0.808, FXIIa inh 1536 8.6, Thrombin inh -5.4, Furin inhibitor -24.3[20 µM], PERK inhibitor -0.4 and Calpain2 inh -35.1.
CC1=C(C(=O)Nc2ccc(C)cc2C)C(c2cccs2)NC(=S)N1 (stereo unspecified) was read as FXIa inh 1536 14.1, hK5 inh -23.6, Rad51 HR inh -1.1, FXIIa inh 1536 26.1, Thrombin inh -4.2, Furin inhibitor -29.6[20 µM], PERK inhibitor 0.5 and Calpain2 inh 11.2.

(list continues)
`Cc1ccc(S(=O)(=O)c2nc(S(=O)(=O)c3ccc(C)cc3)c(NCc3ccco3)s2)cc1` gave FXIa inh 1536 -5.4, hK5 inh 0.6, Cl transport mod -0.948, FXIIa inh 1536 2.9, Thrombin inh -4.5, Furin inhibitor -16.8, PERK inhibitor 0.7 and Calpain2 inh 18.6.
O=C(Nc1ccc(S(=O)(=O)N2CCCC2)cc1)c1ccc2c(=O)n3c(nc2c1)CCCCC3 was read as FXIa inh 1536 -3.8, hK5 inh -1.1, Rad51 HR inh -2.0, Cl transport mod 0.0442, FXIIa inh 1536 11.9, Thrombin inh -2.6, Furin inhibitor -24.0, PERK inhibitor -0.1 and Calpain2 inh -8.4.
For O=C(Cc1ccccc1[N+](=O)[O-])NCc1ccncc1 the results were FXIa inh 1536 -1.6, Rad51 HR inh -0.9, Cl transport mod 0.535, FXIIa inh 1536 10.3, Thrombin inh -3.7, Furin inhibitor -23.8, PERK inhibitor 0.8 and Calpain2 inh 1.2.
For Cc1cccn2c(=O)c(C=O)c(N3CC(C)OC(C)C3)nc12 (stereo unspecified) the results were FXIa inh 1536 -0.6, hK5 inh 2.1, Rad51 HR inh 7.6, Cl transport mod 0.435, FXIIa inh 1536 12.8, Thrombin inh -4.4, Furin inhibitor -26.4, PERK inhibitor 0.9 and Calpain2 inh -11.6.
Screening Cc1ccc(NCC(=O)c2ccccc2)cc1Cl returned FXIa inh 1536 20.7, hK5 inh -18.9, Rad51 HR inh -0.9, FXIIa inh 1536 19.4, Thrombin inh -1.6, Furin inhibitor 1.9[20 µM], PERK inhibitor 0.4 and Calpain2 inh 15.1.
For Fc1cccc(Nc2nc3ccccc3n3nnnc23)c1 the results were FXIa inh 1536 6.6, hK5 inh -4.9, Rad51 HR inh -24.0, Cl transport mod 1.22, FXIIa inh 1536 8.8, Thrombin inh -0.8, Furin inhibitor -15.3, PERK inhibitor -1.5 and Calpain2 inh -32.1.
C/C(CC(=O)Nc1ccccn1)=N\NC(=O)c1ccc(C)cc1 was read as FXIa inh 1536 29.1, hK5 inh -27.2, Cl transport mod -0.734, FXIIa inh 1536 24.6, Thrombin inh -3.0, Furin inhibitor -13.1, PERK inhibitor 0.5 and Calpain2 inh -22.8.
Screening CS(=O)(=O)N(CC(=O)Nc1cccnc1)c1ccc2c(c1)OCCO2 returned FXIa inh 1536 16.7, hK5 inh -10.5, Rad51 HR inh -7.2, Cl transport mod 0.46, FXIIa inh 1536 22.6, Thrombin inh -5.2, Furin inhibitor -15.7[20 µM], PERK inhibitor 0.5 and Calpain2 inh -4.5.
Screening COc1cc(C(=O)Nc2c(C)cc(C)cc2C)c([N+](=O)[O-])cc1OC returned FXIa inh 1536 -1.8, hK5 inh -21.4, Rad51 HR inh 0.9, Cl transport mod 0.593, FXIIa inh 1536 3.7, Thrombin inh -7.7, Furin inhibitor -19.6, PERK inhibitor 0.2 and Calpain2 inh 8.7.
CC(C)[C@H](NC(=O)[C@H](CCCN=C(N)N)NC(=O)NC(Cc1ccccc1)C(=O)O)C(=O)NC(C=O)CCCN=C(N)N (stereo partly specified) was read as FXIa inh 1536 43.4*, hK5 inh 32.4, Rad51 HR inh 0.4, Cl transport mod 0.574, FXIIa inh 1536 47.4*, Thrombin inh 6.9, Furin inhibitor -6.6, PERK inhibitor 0.1 and Calpain2 inh 51.1*.

Among those listed so far, 2 contain a nitro group on carbon.
For O=C(Cc1ccccc1[N+](=O)[O-])NCc1ccncc1 the results were FXIa inh 1536 -1.6, Rad51 HR inh -0.9, Cl transport mod 0.535, FXIIa inh 1536 10.3, Thrombin inh -3.7, Furin inhibitor -23.8, PERK inhibitor 0.8 and Calpain2 inh 1.2.
Screening COc1cc(C(=O)Nc2c(C)cc(C)cc2C)c([N+](=O)[O-])cc1OC returned FXIa inh 1536 -1.8, hK5 inh -21.4, Rad51 HR inh 0.9, Cl transport mod 0.593, FXIIa inh 1536 3.7, Thrombin inh -7.7, Furin inhibitor -19.6, PERK inhibitor 0.2 and Calpain2 inh 8.7.

Screens from PubChem BioAssay.
